# Screens deposited in PubChem BioAssay by National Center for Advancing Translational Sciences (NCATS).
# Gal4-VP16 FLuc: inhibits Gal4-VP16 luciferase reporter, ROR gamma counter-screen | Drosophila S2 Gal4-VP16 UAS-luciferase, luminescence, 20 h | Potency, µM (top dose mostly 53.6 µM), for the others: at the highest dose activity, negative = inhibition, usual class: inhibitors | actives 3.5% (n = 310,000) | AID 2546;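 also: Gal4-VP16 expression switched on by copper sulfate through the metallothionein promoter; potency is read from the fitted curve at half-maximal effect; % is scaled to controls: 0 for no effect and ±100 for the full control effect; nearly all actives have a fitted effect of over 50% in size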
# PKM2 activator: activators of human pyruvate kinase M2; P14618; purified PKM2, Kinase-Glo ATP luminescence, activation; response scale: 0% is enzyme alone, no compound; Potency, µM (highest dose often 57.5 µM), without a hit: at the top dose activation, usual class: activators; actives 0.34% (n = 260,000); also: potency is read from the fitted curve at half-maximal effect; % is scaled to controls: 0 for no effect and ±100 for the full control effect; nearly all actives have a fitted effect of over 55% in size
#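 ATP formation by purified human PK-M2, quantified via coupled luciferase luminescence after 1 h at room temperature with 0.1 mM ADP and 0.5 mM PEP final.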
# FLuc modulator: firefly luciferase modulation, counter-screen for miR-21 project. P08659. AID 588342. actives 6.9% (n = 360,000). purified FLuc, Km substrates, luminescence inhibition. Potency, µM (doses to about 57.5 µM), inactives show at the highest dose activity change, negative = inhibition, usual class: inhibitors;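 also: potency is read from the fitted curve at half-maximal effect; plate controls were vehicle for no effect and reference inhibitor for full effect; nearly all actives have a fitted effect of over 55% in size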
#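 Purified P. pyralis luciferase, 10 nM final, with Km-level 10 uM D-luciferin and 10 uM ATP in 50 mM Tris acetate pH 7.5, 10 mM Mg acetate, 0.01% Tween-20, 0.05% BSA; 6-point qHTS titration about 60 µM downward; luminescence read.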
# Mito fusion yeast: inhibitors of mitochondrial division or activators of mitochondrial fusion. Potency, µM (top dose mostly 46.1 µM), inactives show at the top dose growth rescue (activation), actives largely listed as activators. actives 0.23% (n = 320,000). S. cerevisiae fusion-defective mutant growth rescue, CellTiterGlo 48 h;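 also: potency is read from the fitted curve at half-maximal effect; % of control where 0% means no effect; nearly all actives have a fitted effect of over 45% in size; temperature-sensitive fusion mutants such as fzo1-1 at 37 °C on non-fermentable ethanol glycerol medium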
#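 Compounds are tested for their ability to restore growth of mitochondrial fusion-defective yeast strains at non-permissive 37C in YPEG medium over 48 hours. Viability is quantified by luciferase luminescence.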
# KCNH2 3.1 inh: KCNH2 3.1 (human) potassium channel inhibition | AID 720553 | activity change, % (tested at about 1.8 µM) | U2OS KCNH2 3.1, thallium flux FluxOr; stronger effect = lower value | actives 0.95% (n = 340,000);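 active = maximum activity change below -70%; inconclusive = maximum activity change from -70% to -50%; inactive = maximum activity change above -50%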;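 also: thallium influx rate constant from kinetic fluorescence after stimulation buffer; % is scaled to controls: 0 for no effect and ±100 for the full control effect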
#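 Measured as rate of thallium-driven FluxOr signal in transduced U2OS cells carrying the 3.1 channel, read kinetically for 2 min upon stimulation; values are rate constants scaled to DMSO control wells.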
# RORg inh: ROR gamma (mouse) transcription inhibition; P51450; Drosophila S2 Gal4-RORgamma UAS-luciferase reporter, 20 h; Potency, µM (top dose mostly 53.6 µM), inactives show at the top dose activity change, negative = inhibition, hits mostly inhibitors; actives 5.4% (n = 310,000); also: potency is read from the fitted curve at half-maximal effect; % is scaled to controls: 0 for no effect and ±100 for the full control effect; nearly all actives have a fitted effect of over 60% in size
# Target sequence (P51450 whole entry, looked up, the tested form may be a part): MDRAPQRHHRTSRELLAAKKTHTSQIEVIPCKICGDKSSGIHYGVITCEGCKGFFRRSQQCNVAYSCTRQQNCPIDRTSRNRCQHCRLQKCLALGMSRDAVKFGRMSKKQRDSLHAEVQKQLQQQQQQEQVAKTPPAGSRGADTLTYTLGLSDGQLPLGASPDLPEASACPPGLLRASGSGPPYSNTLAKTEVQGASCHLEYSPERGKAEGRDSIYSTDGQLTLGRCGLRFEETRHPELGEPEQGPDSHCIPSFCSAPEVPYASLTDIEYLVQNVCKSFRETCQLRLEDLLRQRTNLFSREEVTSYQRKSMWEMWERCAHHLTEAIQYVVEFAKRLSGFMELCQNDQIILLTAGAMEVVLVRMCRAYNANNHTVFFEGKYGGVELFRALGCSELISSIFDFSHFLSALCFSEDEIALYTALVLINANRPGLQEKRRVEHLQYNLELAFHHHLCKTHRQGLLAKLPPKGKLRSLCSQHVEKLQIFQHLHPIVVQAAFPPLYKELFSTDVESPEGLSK
#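 Luciferase reporter read in Schneider cells carrying Gal4-RORγ (mouse) and UAS-Photinus luciferase; cells given compound 1 h before 700 uM copper sulfate induction, then incubated 20 h at ambient temperature.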
# MBNL1-CUG inh: blocks human MBNL1 binding to CUG repeat RNA; Q9NR56; TR-FRET MBNL1-His/biotin-(CUG)12 binding, 665/545 ratio; Potency, µM (doses to about 57.5 µM), inactives show top-dose activity change, negative = inhibition, usual class: inhibitors; actives 0.036% (n = 280,000); AID 2675; active = well fitted inhibition curve with a large enough effect in the signal ratio, with a control signal flat, not every such curve was filed as active; inconclusive = small, poorly fitted or top-dose-only effect, or effect the other way, or a change in a side signal; inactive = no such curve, though single readings can be large or run the other way; the % refers to the signal ratio; also: potency is read from the fitted curve at half-maximal effect; % is scaled to controls: 0 for no effect and ±100 for the full control effect
# Target sequence (Q9NR56 whole entry, looked up): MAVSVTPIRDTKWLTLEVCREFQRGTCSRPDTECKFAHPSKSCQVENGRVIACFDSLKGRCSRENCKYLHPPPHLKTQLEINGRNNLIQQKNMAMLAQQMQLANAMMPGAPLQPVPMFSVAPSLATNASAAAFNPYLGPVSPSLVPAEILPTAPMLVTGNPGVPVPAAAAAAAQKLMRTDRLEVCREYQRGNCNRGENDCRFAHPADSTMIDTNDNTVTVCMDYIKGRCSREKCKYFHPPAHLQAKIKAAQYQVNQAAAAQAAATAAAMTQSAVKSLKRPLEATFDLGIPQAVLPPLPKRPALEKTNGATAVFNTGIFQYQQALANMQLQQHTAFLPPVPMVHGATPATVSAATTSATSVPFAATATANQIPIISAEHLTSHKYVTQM
#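 TR-FRET between His-tagged MBNL1 and biotin-(CUG)12 RNA, detected with Tb anti-His antibody (0.055 ng/ul) and streptavidin-XL665 (5 nM), 60 min at room temperature. Compounds titrated 92 nM to 58 uM; 665/545 nm ratio normalized to buffer and complex controls.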
# Rab9 promoter act: Rab9 promoter activation; Huh7 Rab9 promoter-luciferase reporter, luminescence, 24 h; Potency, µM (doses to about 9.22 µM), for the others: at the highest dose activation, negative = inhibition, usual class: activators; actives 2.8% (n = 320,000); AID 485297; also: potency is read from the fitted curve at half-maximal effect; % of control where 0% means no effect; nearly all actives have a fitted effect of over 60% in size
#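 Huh7 cells stably carrying Rab9 promoter–luciferase reporter, plated 1500 cells/well, compound added after 2 h and incubated 24 h at 37 °C; luciferase luminescence then read after 10 min with detection reagent.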
# ELG1 DNA repair: blocks ELG1-dependent DNA repair in HEK293T cells; AID 504467; HEK293T ELG1-luciferase reporter, luminescence, 16 h; DNA damage induced by 5-fluorouridine; Potency, µM (top dose mostly 46.1 µM), for the others: top-dose activity change, negative = inhibition, actives largely listed as inhibitors; actives 2.3% (n = 330,000); also: potency is read from the fitted curve at half-maximal effect; % is scaled to controls: 0 for no effect and ±100 for the full control effect; nearly all actives have a fitted effect of over 55% in size
#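 HEK293T cells expressing luciferase-tagged ELG1 (2,000/well) received 5-Fluorouridine plus compound or DMSO for 16 hr at 37 °C. Luciferase was read by ONE-Glo luminescence after 30 min at room temperature.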
# NPC1 prom act: activates the NPC1 promoter; Huh7 NPC1 promoter luciferase reporter, 24 h; actives 2.4% (n = 320,000); Potency, µM (top dose mostly 9.22 µM), for inactives: top-dose activation, hits mostly activators;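 also: potency is read from the fitted curve at half-maximal effect; % of control where 0% means no effect; nearly all actives have a fitted effect of over 60% in size; reporter is driven by a mutant NPC1 promoter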
#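 In 1536-well qHTS, Huh7 cells harboring an NPC1 promoter–luciferase construct received compound for 24 h; activation was quantified by luminescence following luciferase reagent addition.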
# Menin MLL FP TR: menin-MLL binding inhibition, Texas Red mutant peptide. O00255. Menin + Texas Red MLL mutant peptide, fluorescence polarization. Potency, µM (series often up to 61.6 µM), for the others: at the highest dose FP activity change, negative = inhibition, actives largely listed as inhibitors. actives 0.23% (n = 270,000). AID 1768; active = well fitted inhibition curve with a large enough effect in the polarisation, with a control signal flat, not every such curve was filed as active; inconclusive = small, poorly fitted or top-dose-only effect, or effect the other way, or a change in a side signal; inactive = no such curve, though single readings can be large or run the other way; the % refers to the polarisation; also: potency is read from the fitted curve at half-maximal effect; % of control where 0% means no effect; many of its hits are not listed in these tables
# Active calls of the source: *; ? = inconclusive; . = not tested or not shown; [ ] = remark or other dose. Unless noted, calls follow the shape of the dose curve; as a rule, active = well fitted curve in the direction sought with a large enough effect; inconclusive = small, poorly fitted or top-dose-only effect, or another doubt; inactive = no such curve, though single readings can be large; an effect the other way counts as inactive or inconclusive.
# Order of results: Gal4-VP16 FLuc	PKM2 activator	FLuc modulator	Mito fusion yeast	KCNH2 3.1 inh	RORg inh	MBNL1-CUG inh	Rab9 promoter act	ELG1 DNA repair	NPC1 prom act	Menin MLL FP TR
- Fc1ccc(N2CCN(Cc3ccc4c(c3)OCO4)CC2)cc1
 : 1%	1%	0%	2%	-1	9%	-12%	-3%	-14%	2%	4%
- O=c1cccc2n1CC1CC2CN(Cc2c(Cl)cccc2Cl)C1 (stereo not given)
 : 7%	0%	0%	7%	6	-28%	-3%	-2%	-15%	0%	-1%
- COC(=O)C1=C(c2ccc(C(C)=O)cc2)C[C@@H]2CC[C@H]1N2C(=O)NCCO
 : .	.	3%	-8%	0	.	.	1%	11%	5%	.
- CCOC(=O)c1nc2ccccc2c(=O)n1-c1ccc(C)cc1
 : 8%	1%	1%	3%	12	25%	-4%	-1%	13%	0%	.
- COc1ccc(NC(c2ccccc2)P(=O)(Oc2ccccc2)Oc2ccccc2)cc1 (stereo not given)
 : 4%	0%	-9%	-23%	0	11%	-6%	-3%	?	-2%	9%
- c1cc2n(c1)-c1c(ccc3c1OCO3)CNC2c1ccc2c(c1)OCO2 (stereo not given)
 : 3%	3%	-10%	-8%	22	?	?	-2%	1%	-4%	?
- CNC(C(=O)c1ccccc1)C(OC)c1cccc([N+](=O)[O-])c1 (stereo not given)
 : 9%	0%	1%	-4%	-6	-3%	.	-4%	3%	-2%	.
- Cc1c(C=C2C(=O)N(C)C(=O)N(C)C2=O)c(=O)n(-c2ccccc2)n1C
 : -1%	2%	-2%	-7%	9	-11%	-9%	1%	1%	-4%	-19%
- O=C(N/N=C1/CN2CCC1CC2)c1cccc(O)c1
 : -12%	2%	1%	-3%	-8	17%	1%	-4%	2%	1%	5%
- O=C(NCCCN1CCCC1)c1ccc2c(c1)N(Cc1cccc(Cl)c1)C(=O)c1ccccc1S2=O (stereo not given)
 : 3%	0%	4%	-4%	-27	-2%	2%	-1%	?	0%	29%

# The last 2 records of the section before lead into the next.
# Order of results: Gal4-VP16 FLuc	PKM2 activator	FLuc modulator	Mito fusion yeast	KCNH2 3.1 inh	RORg inh	MBNL1-CUG inh	Rab9 promoter act	ELG1 DNA repair	NPC1 prom act	Menin MLL FP TR
- O=C(N/N=C1/CN2CCC1CC2)c1cccc(O)c1
 : -12%	2%	1%	-3%	-8	17%	1%	-4%	2%	1%	5%
- O=C(NCCCN1CCCC1)c1ccc2c(c1)N(Cc1cccc(Cl)c1)C(=O)c1ccccc1S2=O (stereo not given)
 : 3%	0%	4%	-4%	-27	-2%	2%	-1%	?	0%	29%
- C/C(=N\N1CCCCCC1)c1c(O)n(-c2ccc(Cl)cc2)c(=O)[nH]c1=O
 : 9%	4%	-2%	6%	-7	34%	-20%	-2%	16%	5%	.
- O=c1c2ccccc2nc(Cc2ccccc2)n1-c1ccccc1O
 : -6%	2%	7%	-2%	9	24%	.	1%	1%	-6%	.
- O=C1CC(c2cccnc2)=NN1c1ccc(Cl)cc1Cl
 : 4%	14%	-15%	8%	5	-17%	.	11%	-14%	5%	?
- O=c1[nH]c(CN2CC=C(c3ccccc3)CC2)nc2scc(-c3ccccc3)c12
 : 1%	-2%	1%	8%	5	18%	16%	-5%	?	-4%	.
- O=P(NC(c1ccccc1)c1ccccc1)(Oc1ccccc1)Oc1ccccc1
 : -4%	-2%	4%	-3%	-88*	-8%	-4%	2%	?	-2%	-18%
- C/C(=N\NC(N)=S)C12CC3CC(CC(C3)C1)C2
 : 2.5µM*	-1%	-12%	-10%	-1	1.8µM*	-1%	-3%	?	-14%	-1%
- N=c1c[n+](CC23CC4CC(CC(C4)C2)C3)[n-]o1
 : 1%	-1%	4%	-2%	-7	-21%	20%	0%	-8%	-2%	-8%
- CCN1CCN(Cc2ccc(OC(F)(F)F)cc2)CC1
 : -5%	-1%	7%	-2%	0	-6%	-12%	-7%	-7%	-1%	-1%
- Cc1ccc(NC(=O)CCNS(=O)(=O)c2ccc3c(c2)oc(=O)n3C)c(C)c1
 : -2%	-4%	?	-2%	-8	3%	-11%	-19%	-26%	0%	-4%
- O=c1[nH]c(=S)[nH]c(O)c1C(c1ccccn1)c1c(O)[nH]c(=S)[nH]c1=O
 : 9%	-5%	-14%	-10%	12	1%	?	2%	7%	-4%	-21%
- CS(=O)(=O)NCc1nnc2n1-c1ccc(Cl)cc1C(c1ccccc1)=NC2
 : 1%	0%	1%	-2%	5	2%	-9%	9%	-8%	3%	-4%
- CCC(=Nc1ccc(OC)cc1OC)c1c(O)n(C)c(=O)n(C)c1=O
 : -8%	14%	-4%	-5%	-8	-2%	0%	-11%	?	6%	-6%
- C#CCN1CCN(c2cccc(C(F)(F)F)c2)CC1
 : -11%	-13%	-3%	-9%	15	-6%	.	0%	?	0%	18%
- Cc1cccc(-n2c(O)c(C=NCCN3CCCCC3)c(=O)[nH]c2=O)c1
 : -11%	2%	-2%	-2%	18	-6%	0%	-13%	0%	2%	.
- NC(=O)Nc1cccc(C(F)(F)F)c1
 : .	-1%	-11%	2%	20	-5%[0.365 µM]	-2%	-1%	4%	0%	23%
- Cc1ccc(-c2nc3ccccc3c(=O)n2-c2cccc(O)c2)cc1
 : -2%	-5%	-17%	9%	2	7%	-6%	-4%	-19%	0%	0%
- COC(=O)C1=C(c2ccc(-c3ccccc3)c(F)c2)C[C@@H]2CC[C@H]1N2C(=O)NCc1cccc2ccccc12
 : .	.	2%	20%	-29	.	.	-3%	-21%	2%	.
- CC1=C(/C=C/c2ccccc2)CCN(C)C1
 : -13%	6%	-12%	-3%	1	-15%	-1%	-7%	?	-3%	?
- CC1CN=C(NCc2ccc(F)cc2)S1 (stereo not given)
 : 1%	7%	-5%	1%	3	0%	-10%	-3%	7%	-2%	-22%
- CCCCN=C[C@]12CCC(O)CC1(O)CCC1[C@@H]2CC[C@]2(C)[C@H](C3C=CC(=O)O3)CCC12O (stereo not given in full)
 : -3%	.	0%	-6%	-6	-6%	-1%	-49%[inhibitor]	1µM*	-52%[inhibitor]	36%[activator]
- COC(=O)c1cncn1C(C)c1ccccc1 (stereo not given)
 : 4%	15%	-1%	-1%	-18	-1%	-1%	0%	2%	2%	-12%
- CCCC12CN3CCN(C1)CC(CCC)(C3)C2=O
 : -1%	4%	-1%	-3%	10	11%	.	-2%	2%	-3%	.
- CCOc1nc(NC(C)C)nc(N2CC3CC(C2)c2cccc(=O)n2C3)n1 (stereo not given)
 : -5%	-20%	-3%	11%	6	5%	-5%	0%	15%	-8%	-4%

# Looked up one by one from above:
# Order of results: Gal4-VP16 FLuc	PKM2 activator	FLuc modulator	Mito fusion yeast	KCNH2 3.1 inh	RORg inh	MBNL1-CUG inh	Rab9 promoter act	ELG1 DNA repair	NPC1 prom act	Menin MLL FP TR
- CCCCN=C[C@]12CCC(O)CC1(O)CCC1[C@@H]2CC[C@]2(C)[C@H](C3C=CC(=O)O3)CCC12O (stereo not given in full)
 : -3%	.	0%	-6%	-6	-6%	-1%	-49%[inhibitor]	1µM*	-52%[inhibitor]	36%[activator]
- CS(=O)(=O)NCc1nnc2n1-c1ccc(Cl)cc1C(c1ccccc1)=NC2
 : 1%	0%	1%	-2%	5	2%	-9%	9%	-8%	3%	-4%
- COC(=O)c1cncn1C(C)c1ccccc1 (stereo not given)
 : 4%	15%	-1%	-1%	-18	-1%	-1%	0%	2%	2%	-12%
- COC(=O)C1=C(c2ccc(-c3ccccc3)c(F)c2)C[C@@H]2CC[C@H]1N2C(=O)NCc1cccc2ccccc12
 : .	.	2%	20%	-29	.	.	-3%	-21%	2%	.

# The list is partial; rates above refer to the full screens.
